Assay outcomes: PubChem BioAssay, several laboratories
AID2073 = inhibitors of Mint1-CaV2.2 protein interaction, biochemical, HTRF (AID 2073) | HTRF protein-protein interaction, Mint1-CaV2.2; higher % means a stronger effect | inhibition, % at 20 µM, or IC50 in µM where a hit was titrated | 290,000 tested, 0.19% active; in the data active = inhibition mostly above about 51%, no sharp cut-off; inconclusive = no clear call, values can overlap the other calls; inactive = mostly below about 53%; also: some results filed as inactive read as strong as hits
Yfh1-depleted yeast = enhancers of respiration in Yfh1-depleted yeast, dose response, Friedreich's ataxia, plus single-dose screen (AID 1465); fold induction at 50 µM; hits with a dose series show EC50 in µM; 220,000 tested, 0.074% active; S. cerevisiae Yfh1-off respiration, WST-1 reduction, 72 h; higher fold induction means a stronger effect;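 active = fold induction of absorbance versus untreated yeast above a set limit, then at least 30% activation at any dose in follow-up; inconclusive = repeats straddling the limit, or above it without dose testing; inactive = fold induction below the set limit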;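 also: activators that raise dye reduction in frataxin-depleted yeast; strong numbers were not always called active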
GPR35 arrestin U2OS = inhibition of zaprinast-stimulated GPR35 beta-arrestin translocation – imaging, U2OS, beta-arrestin-GFP, zaprinast agonist, primary screen (AID 2058); U2OS GPR35 beta-arrestin-GFP translocation imaging, zaprinast antagonism; higher % means a stronger effect; one-dose inhibition, % at 10 µM; IC50 in µM for titrated hits; 290,000 tested, 0.052% active;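 active = inhibition of at least 50% with at least 30 cells and total cytoplasm GFP at most 10,000,000; inconclusive = under 30 cells or total GFP of 10,000,000 plus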
GPR55 antagonists = GPR55 antagonists blocking LPI-driven arrestin recruitment, primary screen, imaging, U2OS, beta-arrestin-GFP, LPI agonist (AID 2013); 290,000 tested, 0.13% active; inhibition, % at 10 µM; hits with a dose series show IC50 in µM; U2OS GPR55 beta-arrestin-GFP translocation imaging, LPI antagonism; higher % means a stronger effect;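 active = spots per cell inhibited over 60%, with over 100 cells counted and total cytoplasm intensity under 500,000; inconclusive = wells with under 100 cells, flagged as likely toxic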;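 also: U2OS cells stably carrying GPR55 and arrestin-GFP stimulated by 5 µM LPI near EC80; imaged beta-arrestin-GFP aggregate spots per cell after agonist stimulation; plate controls were LPI-stimulated DMSO wells for no effect and DMSO wells without LPI for full effect; some results filed as inactive read as strong as hits; confirmed hits need IC50 under 10 µM and bright autofluorescent wells are also inconclusive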
Large T inhibition = TAg ATPase/helicase activity blockers – biochemical (AID 1903); SV40 large T antigen ATPase/helicase inhibition assay; higher % means a stronger effect; 310,000 tested, 0.39% active; one-dose inhibition, % at 20 µM; IC50 in µM for titrated hits; in the data active = a potency from the dose series; inconclusive = inhibition mostly from about 32% at the one dose, without a potency; inactive = the rest, 99 in 100 with inhibition below about 32%; also: strong numbers were not always called active
Dengue-2 NS5 capping = Dengue-2 NS5 methyltransferase inhibitors, primary screen, biochemical, confirmation dose response (AID 588689) | 340,000 tested, 0.3% active | inhibition, % at 25 µM, or IC50 in µM where a hit was titrated | Dengue-2 NS5 methyltransferase capping enzyme assay, biochemical; higher % means a stronger effect; in the data active = a potency from the dose series; inconclusive = inhibition above about 29% without an active follow-up result
Rac1 GTP hydrolysis = MgcRacGAP GTPase-activating activity inhibitors, confirmation, biochemical, ADP Hunter fluorescence. MgcRacGAP-stimulated Rac1 GTP hydrolysis, ADP Hunter fluorescence; higher % means a stronger effect; GST-tagged Rac1 F28L mutant substrate. one-dose inhibition, % at 30 µM; IC50 in µM for titrated hits. 340,000 tested, 0.6% active. AID 624330;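 active = first-screen hits whose inhibition reached a set limit at any dose in the follow-up dose series; inconclusive = inhibition above the set first-screen limit but never retested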;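 also: fluorescence reports GDP produced by GAP-driven GTP hydrolysis; strong numbers were not always called active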
GPR55 beta-arrestin = GPR55 agonists via beta-arrestin recruitment, primary screen, imaging, U2OS cells, beta-arrestin-GFP redistribution (AID 1961) | U2OS GPR55 beta-arrestin-GFP redistribution imaging; higher % means a stronger effect | activation, % at 10 µM; hits with a dose series show EC50 in µM | 290,000 tested, 0.048% active;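 active = activation above 40% with more than 50 cells counted in the well; inconclusive = wells holding fewer than 50 cells, flagged as toxic or sparse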;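 also: U2OS osteosarcoma cells stably expressing GPR55 and beta-arrestin-GFP; plate controls were DMSO negative control for no effect and LPI positive control for full effect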
NTR1 agonist = NTR1-driven beta-arrestin-GFP spot formation – imaging, U2OS cells, high content, primary screen (AID 493036) | P30989 | agonist mode | activation, % at 20 µM | 330,000 tested, 0.17% active;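 active = activation at or above 40% of the spot to cytoplasm intensity ratio, with at least 20 cells analyzed; inconclusive = wells under 20 cells, flagged as cytotoxic or low count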;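 also: 0% = DMSO without peptide and 100% = 100 nM NTR1 peptide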
Target sequence (P30989 whole entry, looked up): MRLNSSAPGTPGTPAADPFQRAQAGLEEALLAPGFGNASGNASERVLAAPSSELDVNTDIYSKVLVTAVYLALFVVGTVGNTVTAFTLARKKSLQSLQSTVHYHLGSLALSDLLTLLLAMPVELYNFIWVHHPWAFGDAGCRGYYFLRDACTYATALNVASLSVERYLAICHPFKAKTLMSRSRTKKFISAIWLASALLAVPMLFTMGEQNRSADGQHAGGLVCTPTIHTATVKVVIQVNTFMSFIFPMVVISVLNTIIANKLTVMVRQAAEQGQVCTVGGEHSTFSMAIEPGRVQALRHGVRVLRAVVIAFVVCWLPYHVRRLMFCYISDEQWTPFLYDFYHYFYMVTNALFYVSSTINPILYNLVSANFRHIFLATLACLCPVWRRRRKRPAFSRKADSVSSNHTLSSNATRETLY
NTR1 agonist cell count 20 µM = also measured in NTR1 agonist; calls as there; cell count; measured here: cell count, cytotoxicity flag
Dengue-2 NS5 capping pilot replicate = also measured in Dengue-2 NS5 capping; calls as there; inhibition, %; measured here: pilot screen replicate inhibition
An asterisk follows results filed as active. Not a hit list; any-hit rate near 1.7%.

How did CC1=NN(c2ccccc2)C(=O)C1C(=O)c1ccc([N+](=O)[O-])cc1 (stereo not drawn) do in these assays?
AID2073: 7%; Yfh1-depleted yeast: inactive; GPR35 arrestin U2OS: 8%; GPR55 antagonists: 7%; Large T inhibition: 1%; Dengue-2 NS5 capping: 11%; Rac1 GTP hydrolysis: 5%; GPR55 beta-arrestin: 0.2%; NTR1 agonist: 2.9; NTR1 agonist cell count 20 µM: 84

Results for Cc1nn(Cc2c(F)c(F)c(F)c(F)c2F)c(C)c1NC(=O)c1cccc(COc2ccc(Cl)cc2)c1 ?
AID2073: -2%; Yfh1-depleted yeast: inactive; GPR35 arrestin U2OS: 5%; GPR55 antagonists: 0%; Large T inhibition: 20%; Dengue-2 NS5 capping: 0%; Rac1 GTP hydrolysis: 13%; GPR55 beta-arrestin: -0.1%; NTR1 agonist: 1.7; NTR1 agonist cell count 20 µM: 51

What do the screens show for `COc1cnc(SCC(=O)O)[nH]c1=O`?
AID2073: 14%; Yfh1-depleted yeast: inactive; GPR35 arrestin U2OS: 4%; GPR55 antagonists: -1%; Large T inhibition: 1%; Dengue-2 NS5 capping: 4%; Rac1 GTP hydrolysis: 3%; GPR55 beta-arrestin: 0.1%; NTR1 agonist: -1.3; NTR1 agonist cell count 20 µM: 89

Results for CN1C(=O)c2c(sc3c2CC(C)(C)SC3)N2CCN=C12 ?
AID2073: 2%; Yfh1-depleted yeast: inactive; GPR35 arrestin U2OS: -3%; GPR55 antagonists: 7%; Dengue-2 NS5 capping: -5%; Rac1 GTP hydrolysis: 5%; GPR55 beta-arrestin: 0.3%; NTR1 agonist: 2.2; NTR1 agonist cell count 20 µM: 56

How did Cc1cc(C)c(C(=O)C(C)OC(=O)Cc2n[nH]c(=O)c3ccccc23)cc1C (stereo not drawn) do in these assays?
AID2073: 13%; GPR35 arrestin U2OS: -15%; GPR55 antagonists: -16%; Large T inhibition: 6%; Dengue-2 NS5 capping: 0%; Rac1 GTP hydrolysis: 9%; GPR55 beta-arrestin: 0.2%; NTR1 agonist: 1.4; NTR1 agonist cell count 20 µM: 43

Results for COCCCN1CC(=O)N2C(c3cccc(OC)c3)c3[nH]c4ccccc4c3C[C@H]2C1=O (stereo partly drawn) ?
AID2073: 12%; GPR35 arrestin U2OS: 10%; GPR55 antagonists: 0%; Large T inhibition: -1%; Dengue-2 NS5 capping: 1%; Rac1 GTP hydrolysis: 5%; GPR55 beta-arrestin: -0.1%; NTR1 agonist: -1.4; NTR1 agonist cell count 20 µM: 95

What do the screens show for `CCOC(=O)N1CCN(C(=O)CN(CC)S(=O)(=O)c2cc(C)ccc2OC)CC1`?
AID2073: 9%; GPR35 arrestin U2OS: -17%; GPR55 antagonists: 0%; Large T inhibition: 12%; Dengue-2 NS5 capping: -2%; Rac1 GTP hydrolysis: 10%; GPR55 beta-arrestin: -0.1%; NTR1 agonist: -1.0; NTR1 agonist cell count 20 µM: 54

How did COc1ccccc1NC(=O)C(C)OC(=O)CN1C(=O)C2CC=CCC2C1=O (stereo not drawn) do in these assays?
Large T inhibition: 0%; Dengue-2 NS5 capping: -4%; Rac1 GTP hydrolysis: 3%; NTR1 agonist: 0.7; NTR1 agonist cell count 20 µM: 56

How did O=C(Nc1ccccc1)C12CC3CC(C1)CC(n1cnc([N+](=O)[O-])n1)(C3)C2 do in these assays?
AID2073: -5%; Yfh1-depleted yeast: inactive; GPR35 arrestin U2OS: 8%; GPR55 antagonists: 12%; Large T inhibition: 0%; Dengue-2 NS5 capping: -3%; Rac1 GTP hydrolysis: 2%; GPR55 beta-arrestin: -0.1%; NTR1 agonist: -1.7; NTR1 agonist cell count 20 µM: 49

What do the screens show for `N#Cc1ccc2c(c1)nc1ccccn12`?
AID2073: 16%; Yfh1-depleted yeast: inactive; GPR35 arrestin U2OS: -3%; GPR55 antagonists: -4%; Large T inhibition: -4%; Dengue-2 NS5 capping: 0%; Rac1 GTP hydrolysis: 11%; GPR55 beta-arrestin: -0.3%; NTR1 agonist: -1.1; NTR1 agonist cell count 20 µM: 65

How did COc1ccccc1NCC(=O)N/N=C(\C)c1ccc(Br)s1 do in these assays?
AID2073: 14%; Yfh1-depleted yeast: inactive; GPR35 arrestin U2OS: 9%; GPR55 antagonists: 8%; Large T inhibition: 27%; Dengue-2 NS5 capping: 1%; Rac1 GTP hydrolysis: 1%; GPR55 beta-arrestin: -0.6%; NTR1 agonist: 7.5; NTR1 agonist cell count 20 µM: 74

How did Cc1ccc(S(=O)(=O)N2CCOCC2)cc1NC(=O)COC(=O)CNC(=O)c1ccc(Oc2ccccc2)cc1 do in these assays?
AID2073: 24%; Yfh1-depleted yeast: inactive; GPR35 arrestin U2OS: -1%; GPR55 antagonists: 15%; Large T inhibition: 0%; Dengue-2 NS5 capping: -7%; Rac1 GTP hydrolysis: 3%; GPR55 beta-arrestin: -0.2%; NTR1 agonist: -1.1; NTR1 agonist cell count 20 µM: 52

Results for CCS(=O)(=O)c1ccc2oc(SCC(=O)Nc3ccc(OC)cc3OC)nc2c1 ?
AID2073: -14%; Yfh1-depleted yeast: inactive; GPR35 arrestin U2OS: 9%; GPR55 antagonists: -19%; Large T inhibition: 12%; Dengue-2 NS5 capping: 2%; Rac1 GTP hydrolysis: 3%; GPR55 beta-arrestin: 0.2%; NTR1 agonist: 0.0; NTR1 agonist cell count 20 µM: 38

What do the screens show for `CC(C)(CCO)Nc1ncnc2onc(-c3ccc(F)cc3)c12`?
AID2073: 7%; GPR35 arrestin U2OS: -11%; GPR55 antagonists: 2%; Large T inhibition: 12%; Dengue-2 NS5 capping: -1%; Rac1 GTP hydrolysis: 18%; GPR55 beta-arrestin: -0.1%; NTR1 agonist: -1.0; NTR1 agonist cell count 20 µM: 98

How did CCN(CC(=O)NC(C)(C)C)C(=O)COc1c(Cl)cc(Cl)c2ccc(C)nc12 do in these assays?
AID2073: 25%; Yfh1-depleted yeast: inactive; GPR35 arrestin U2OS: 3%; GPR55 antagonists: 28%; Large T inhibition: 1%; Dengue-2 NS5 capping: -1%; Rac1 GTP hydrolysis: 4%; GPR55 beta-arrestin: 0.5%; NTR1 agonist: 11; NTR1 agonist cell count 20 µM: 70

What do the screens show for `Cc1ccc(S(=O)(=O)N2CCN(C(=O)c3c(-c4ccccc4)noc3C)CC2)c(C)c1`?
AID2073: -3%; GPR35 arrestin U2OS: -3%; GPR55 antagonists: -2%; Large T inhibition: 23%; Dengue-2 NS5 capping: -8%; Rac1 GTP hydrolysis: 2%; GPR55 beta-arrestin: -0.2%; NTR1 agonist: -0.8; NTR1 agonist cell count 20 µM: 50

How did C=CCNC(=O)c1onc(CSc2cc(C)cc(C)c2)c1C(=O)O do in these assays?
AID2073: -3%; Yfh1-depleted yeast: inactive; GPR35 arrestin U2OS: 1%; GPR55 antagonists: 0%; Large T inhibition: 7%; Dengue-2 NS5 capping: -2%; Rac1 GTP hydrolysis: 2%; GPR55 beta-arrestin: -0.1%; NTR1 agonist: -0.6; NTR1 agonist cell count 20 µM: 91

How did COc1cc(NC(=O)NS(=O)(=O)c2ccc(C)cc2)cc(OC)c1 do in these assays?
AID2073: -20%; Yfh1-depleted yeast: inactive; GPR35 arrestin U2OS: -9%; GPR55 antagonists: 4%; Large T inhibition: 6%; Dengue-2 NS5 capping: 10%; Rac1 GTP hydrolysis: 4%; GPR55 beta-arrestin: 0.2%; NTR1 agonist: 2.6; NTR1 agonist cell count 20 µM: 77; Dengue-2 NS5 capping pilot replicate: 2.6

How did COc1cccc2oc3cc(C#CC4(O)CCCCC4)ccc3c(=O)c12 do in these assays?
AID2073: 15%; GPR35 arrestin U2OS: -2%; GPR55 antagonists: -3%; Large T inhibition: 4%; Dengue-2 NS5 capping: -2%; Rac1 GTP hydrolysis: 5%; GPR55 beta-arrestin: 1.0%; NTR1 agonist: 25; NTR1 agonist cell count 20 µM: 79

Results for CC1=C(C(=O)Nc2ccccc2C)C2(CCCCC2)C(C(N)=O)C(=S)N1 (stereo not drawn) ?
AID2073: -21%; Yfh1-depleted yeast: inactive; GPR35 arrestin U2OS: -3%; GPR55 antagonists: 1%; Large T inhibition: 11%; Dengue-2 NS5 capping: -1%; Rac1 GTP hydrolysis: 9%; GPR55 beta-arrestin: -0.3%; NTR1 agonist: -0.8; NTR1 agonist cell count 20 µM: 89

How did Cc1onc(-c2ccccc2)c1C(=O)NC(=S)NNC(=O)c1ccc(O)cc1 do in these assays?
AID2073: -18%; Yfh1-depleted yeast: inactive; GPR35 arrestin U2OS: -3%; GPR55 antagonists: 4%; Large T inhibition: inconclusive; Dengue-2 NS5 capping: 3%; Rac1 GTP hydrolysis: 8%; GPR55 beta-arrestin: 1.0%; NTR1 agonist: -0.1; NTR1 agonist cell count 20 µM: 65

Results for COc1ccc(NS(=O)(=O)c2cccc(C(=O)NNC(=O)COc3ccccc3)c2)cc1 ?
Large T inhibition: 12%; Dengue-2 NS5 capping: -6%; Rac1 GTP hydrolysis: 1%; NTR1 agonist: -0.7; NTR1 agonist cell count 20 µM: 50

What do the screens show for `O=C(CSc1nc(-c2ccccc2)cc(C(F)(F)F)n1)NCc1ccco1`?
AID2073: -2%; Yfh1-depleted yeast: inactive; GPR35 arrestin U2OS: -6%; GPR55 antagonists: -6%; Large T inhibition: -4%; Dengue-2 NS5 capping: -1%; Rac1 GTP hydrolysis: 2%; GPR55 beta-arrestin: -0.2%; NTR1 agonist: -0.1; NTR1 agonist cell count 20 µM: 47

How did CSc1nc(C)cc(OCC#N)n1 do in these assays?
AID2073: 5%; Yfh1-depleted yeast: inactive; GPR35 arrestin U2OS: -6%; GPR55 antagonists: -23%; Large T inhibition: 9%; Dengue-2 NS5 capping: -2%; Rac1 GTP hydrolysis: 6%; GPR55 beta-arrestin: 0.2%; NTR1 agonist: 1.9; NTR1 agonist cell count 20 µM: 67
